Pol eta inh: blocks human DNA polymerase eta activity. recombinant Pol eta, fluorescent DNA replication assay. Potency, µM (top dose mostly 114 µM), for inactives: at the highest dose activity change, negative = inhibition, actives largely listed as inhibitors. 1.2% of 390,000 active. AID 588591; note: potency is the fitted concentration of half-maximal effect; % is set by controls: 0 for no effect and ±100 for the full control effect
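Fluorescent replication assay: 50 nM final substrate added after a 15 min room-temperature compound preincubation with 10 nM enzyme. Signal taken at 0 min and again at 10 min.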
Tb PGK inh: inhibitors of T. brucei phosphoglycerate kinase; Potency, µM (doses to about 57.5 µM), inactives show top-dose activity change, negative = inhibition, actives largely listed as inhibitors; PGK/GAPDH coupled, Kinase-Glo luminescence, 60 min; 0.043% of 380,000 active; AID 602233; P07378; note: potency is the fitted concentration of half-maximal effect; % is set by controls: 0 for no effect and ±100 for the full control effect; nearly all actives have a fitted effect of over 60% in size
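Luminescent ATP detection (Kinase-Glo Plus) follows a 60-minute room-temperature incubation, with wells lacking PGK as controls. Buffer: 100 mM TEA (pH 7.6), 5 mM MgCl2, 0.01% Tween-20. Coupling enzyme GAPDH (100 nM final) supplies unstable 1,3-BPG in-well.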
JMJD2A Tudor: blocks the human JMJD2A Tudor domain; O75164; AlphaScreen JMJD2A-Tudor / H3K4me3 peptide binding; Potency, µM (highest dose often 114 µM), for the others: at the highest dose activity change, negative = inhibition, most hits filed as inhibitors; 4.4% of 390,000 active; AID 504339; note: potency is the fitted concentration of half-maximal effect; % is set by controls: 0 for no effect and ±100 for the full control effect; nearly all actives have a fitted effect of over 50% in size
G9a inh: G9a (human) methyltransferase inhibition. Q96KQ7. G9a H3K9 monomethylation, AlphaScreen, 2 h. Potency, µM (highest dose often 102 µM), for the others: at the top dose activity, negative = inhibition, most hits filed as inhibitors. 8.8% of 350,000 active; note: potency is the fitted concentration of half-maximal effect; % is set by controls: 0 for no effect and ±100 for the full control effect; nearly all actives have a fitted effect of over 75% in size
Target sequence (Q96KQ7 913-1193 limits assumed): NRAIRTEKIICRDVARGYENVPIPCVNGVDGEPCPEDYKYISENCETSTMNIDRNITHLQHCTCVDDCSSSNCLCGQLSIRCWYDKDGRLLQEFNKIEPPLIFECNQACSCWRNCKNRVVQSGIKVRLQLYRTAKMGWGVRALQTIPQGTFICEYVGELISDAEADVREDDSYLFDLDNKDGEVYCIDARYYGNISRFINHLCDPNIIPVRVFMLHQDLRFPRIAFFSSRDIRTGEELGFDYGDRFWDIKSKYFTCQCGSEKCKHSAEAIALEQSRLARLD
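Compounds were preincubated with 20 nM G9a for 15 min, after which biotinylated H3K9 peptide (500 nM) and SAM (20 uM) started a 2 h room-temperature reaction. Monomethylated product was quantified by antibody-based AlphaScreen chemiluminescence.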
HP1b chromo inh: HP1-beta chromodomain-methylated histone interaction inhibition | P83916 | AlphaScreen HP1-beta / biotin-H3K9me3 peptide binding | Potency, µM (series often up to 114 µM), for inactives: at the top dose activity change, negative = inhibition, most hits filed as inhibitors | 0.56% of 390,000 active | AID 540317; note: potency is the fitted concentration of half-maximal effect; nearly all actives have a fitted effect of over 70% in size; inactives centre near 23
Target sequence (P83916 whole entry, looked up): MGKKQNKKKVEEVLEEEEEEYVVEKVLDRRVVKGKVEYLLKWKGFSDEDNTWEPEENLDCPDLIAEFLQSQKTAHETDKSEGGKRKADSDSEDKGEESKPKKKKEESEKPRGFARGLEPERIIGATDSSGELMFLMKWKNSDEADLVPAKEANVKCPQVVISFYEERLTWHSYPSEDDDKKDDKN
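AlphaScreen: HP1-beta (50 nM) preformed 30 min with biotin-H3(1-18)K9me3 peptide (50 nM) in PBS pH 7.4, 0.01% Tween-20. Compound added for 30 min at RT, then streptavidin donor/nickel chelate acceptor beads (10 ug/mL) for 30 min.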
Pin1 inh: human Pin1 inhibition. AID 504891. 0.009% of 390,000 active. Potency, µM (doses to about 115 µM), without a hit: top-dose activity, negative = inhibition, usual class: inhibitors. Pin1 FP peptide displacement, HiFluor488, 10 min; active = well fitted inhibition curve with a large enough effect in the polarisation, with a control signal flat, not every such curve was filed as active; inconclusive = small, poorly fitted or top-dose-only effect, or effect the other way, or a change in a side signal; inactive = no such curve, though single readings can be large or run the other way; the % refers to the polarisation; note: potency is the fitted concentration of half-maximal effect; % is set by controls: 0 for no effect and ±100 for the full control effect
PI4K2A inh: inhibitors of human PI4K2A; purified PI4K2A, ADP-Glo luminescence, 1 h; active compounds read low; activity change, negative = inhibition, % at 76.9 µM; 0.13% of 420,000 active; in the data active = activity change below about -50%; inconclusive = mostly about -30% to -49%;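 note: -100% = wells without enzyme as full effect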
Target sequence (Q9BTU6 whole entry, looked up): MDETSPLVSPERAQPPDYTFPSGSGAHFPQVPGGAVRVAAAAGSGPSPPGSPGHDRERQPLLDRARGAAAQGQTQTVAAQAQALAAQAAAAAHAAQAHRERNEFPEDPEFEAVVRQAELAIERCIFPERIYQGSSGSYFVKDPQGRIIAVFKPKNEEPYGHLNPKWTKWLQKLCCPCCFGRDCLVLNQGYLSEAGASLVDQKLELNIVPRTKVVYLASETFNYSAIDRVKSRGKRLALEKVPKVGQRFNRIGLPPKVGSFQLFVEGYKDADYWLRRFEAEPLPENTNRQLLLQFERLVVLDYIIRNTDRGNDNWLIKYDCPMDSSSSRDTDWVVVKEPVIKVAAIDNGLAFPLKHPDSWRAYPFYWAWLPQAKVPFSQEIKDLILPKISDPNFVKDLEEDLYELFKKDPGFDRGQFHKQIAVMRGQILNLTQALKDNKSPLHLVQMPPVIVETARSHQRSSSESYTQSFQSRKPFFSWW
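Compounds are screened against recombinant PI4K2A using PI as substrate and ATP, the latter dispensed at 300 microM. Reactions run one hour at ambient temperature before ADP-Glo detection; full inhibition defined by wells lacking enzyme.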
GLS inhibitor: blocks human kidney-isoform glutaminase activity | O94925 | GLS enzymatic activity, qHTS titration | Potency, µM (series often up to 45.5 µM), without a hit: at the top dose activity change, negative = inhibition, actives largely listed as inhibitors | 0.21% of 410,000 active | AID 624170; note: potency is the fitted concentration of half-maximal effect; % is set by controls: 0 for no effect and ±100 for the full control effect
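Enzyme dispensed in phosphate buffer (45 mM, pH 8.2, 0.02% Tween-20), compounds pinned in, then 1 mM L-glutamine solution and the glutamate oxidase–HRP–Amplex Red mix added; fluorescence read immediately and again after 30 min at room temperature.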
BAZ2B block: BAZ2B (human) inhibition; 4.4% of 360,000 active; AID 504333; AlphaScreen BAZ2B-H3K14Ac peptide displacement; Potency, µM (highest dose often 114 µM), inactives show top-dose activity change, negative = inhibition, most hits filed as inhibitors; note: potency is the fitted concentration of half-maximal effect; % is set by controls: 0 for no effect and ±100 for the full control effect; nearly all actives have a fitted effect of over 60% in size
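Multi-concentration screen (max 110 uM) measuring displacement of acetylated histone H3 peptide from BAZ2B by AlphaScreen, using 50 nM protein, 50 nM peptide and 10 ug/mL streptavidin donor plus Ni-chelate acceptor beads.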
* = called active by the depositor; i = inactive; ? = inconclusive; . = no result given; [ ] = another dose, or the depositor's remark. Unless noted, calls come from the whole dose curve; as a rule, active = well fitted curve in the direction sought with a large enough effect; inconclusive = small, poorly fitted or top-dose-only effect, or another doubt; inactive = no such curve, though single readings can be large; an effect the other way counts as inactive or inconclusive.

SMILES	Pol eta inh	Tb PGK inh	JMJD2A Tudor	G9a inh	HP1b chromo inh	Pin1 inh	PI4K2A inh	GLS inhibitor	BAZ2B block
COc1ccc(-n2cc(-c3ccc4c(c3)OCO4)n(CC(=O)Nc3cccc(C)c3)c2=O)cc1	8%	i	?	?	-20%	58%[activator]	-21	1%	-39%
Cn1c(CCN2CCN(c3ccccn3)CC2)nc2cc(NS(=O)(=O)c3ccc(Cl)cc3)ccc21	4%	5%	?	?	-9%	1%	-2	13%	?
COc1cc(C(=O)N2CCN(c3ccc(C)cc3C)CC2)cc(OC)c1OC	-10%	-6%	-23%	8%	20%	-9%	-4	7%	0%
CCOC(=O)C1(Cc2ccc(Cl)cc2)CCN(C(=O)c2cscn2)CC1	-3%	2%	-6%	-1%	19%	4%	0	-2%	4%
O=C(CSc1nnc(-c2ccc(F)cc2)c2ccccc12)Nc1ccccc1Cl	-8%	0%	-7%	31%[59 µM]	10%	-3%	2	2%	-12%
COc1ccc(Nc2oc(COc3ccc(C)cc3)nc2C#N)cc1	-20%	-6%	89µM*	?	-35%	1%	4	.	?
CC1(C)CC(=O)C/C(=N/NC(=O)c2ccc(-c3ccccc3)cc2)C1	0%	3%	-11%	0%	18%	51%[activator]	-3	-21%	-12%
COc1ccc(-c2c(C)n([O-])c3c([n+]2=O)CCCC3)cc1	0%	0%	-16%	13%[2.33 µM]	2%	1%	-1	-1%	1%
CCOc1cc(/C=N/NC(=O)CCn2nc(C)cc2C)ccc1O	1%	2%	-6%[11.4 µM]	.	55%[activator]	-3%	5	27%	6%
CCC(CC)C(=O)Nc1cc(NC(=O)C(CC)CC)cc(C(=O)O)c1	-13%	-7%	-7%	6%[12.7 µM]	35%	-12%	-12	-13%	-3%
O=C(CSC(=S)N1CCCCC1)c1ccccc1	-5%	-4%	54%[activator]	9%	94%[activator]	8%	-3	-3%	28%
COC(=O)c1ccccc1OCC(=O)N1CCN(c2ccc(Cl)cc2)CC1	-9%	-2%	-22%	4%[12.7 µM]	10%	-4%	-2	20%	-4%
O=C(CCCC(=O)N(CC(=O)NC1CCCC1)Cc1ccc2c(c1)OCO2)Nc1ccccn1	-10%	1%	2%	-12%[59 µM]	34%[activator]	4%	5	1%	-21%
COc1ccccc1C1c2c(C)nn(-c3ccccc3)c2NC(=O)C1NC(=O)c1ccccc1 (centres undefined)	-27%	-2%	9%	-49%[59 µM]	28%	1%	-5	-8%	-21%
COC(=O)c1sccc1NC(=O)/C=C/C(=O)O	2%	-3%	-5%	?	17%	3%	2	2%	.
CNC(=O)COC(=O)COc1ccc2c(C)cc(=O)oc2c1	-21%	-3%	-13%	3%	45%[activator]	0%	1	1%	2%
C=CCn1c(SCC(=O)Nc2cc(C)on2)nc2sc3c(c2c1=O)CCCC3	6%	-6%	-7%[11.4 µM]	-1%[12.7 µM]	-8%	-4%	-3	11%	8%
CCN(CC)CCCNC(=O)C1CCC(=O)N(c2ccc(OC)cc2)C1c1ccc(F)cc1 (centres undefined)	-3%	-9%	6%	10%[0.0925 µM]	27%	-3%	-1	-13%	-3%
Cc1cc(C)c(Cc2c(C)nc3c(C(=O)NCc4ccco4)cnn3c2C)c(C)c1	-17%	-3%	?	?	-8%	2%	-1	-1%	-8%
CCCCCCC1CC(CCC(=O)Nc2ccc([N+](=O)[O-])cc2)C(=O)O1 (centres undefined)	-15%	0%	1%	9%	35%	-4%	-4	-2%	-6%
O=c1[nH]c(=S)c2c(n1-c1ccccc1)CCC2	-2%	-2%	-17%	?	16%	-2%	-2	11%	-7%
CC(C)CSc1ccccc1NC(=O)c1sc2nc(-c3ccncc3)ccc2c1N	-9%	i	-6%	-39%[59 µM]	27%	?	-2	-5%	3%
CCOC(=O)c1ccc(S(=O)(=O)Nc2cc(C(=O)O)ccc2Cl)cc1	-10%	-3%	-20%	7.9µM*	10%	-7%	2	3%	-15%
CC(C)(C)NC(=O)c1cnn2c1NC(c1ccc(F)cc1)CC2C(F)(F)F (centres undefined)	-8%	-4%	0%	4%	12%	7%	-7	10%	0%
COCC1CCCN(Cc2cn(Cc3ccccc3)nc2-c2cc3ccccc3o2)C1 (centres undefined)	-18%	-5%	-27%	-30%	25%	1%	4	-3%	-22%

Compound profiles (already shown):
Record of CC(C)(C)NC(=O)c1cnn2c1NC(c1ccc(F)cc1)CC2C(F)(F)F (centres undefined) : Pol eta inh: -8%; Tb PGK inh: -4%; JMJD2A Tudor: 0%; G9a inh: 4%; HP1b chromo inh: 12%; Pin1 inh: 7%; PI4K2A inh: -7; GLS inhibitor: 10%; BAZ2B block: 0%
Record of CCOC(=O)C1(Cc2ccc(Cl)cc2)CCN(C(=O)c2cscn2)CC1 : Pol eta inh: -3%; Tb PGK inh: 2%; JMJD2A Tudor: -6%; G9a inh: -1%; HP1b chromo inh: 19%; Pin1 inh: 4%; PI4K2A inh: 0; GLS inhibitor: -2%; BAZ2B block: 4%

The listing continues:
SMILES	Pol eta inh	Tb PGK inh	JMJD2A Tudor	G9a inh	HP1b chromo inh	Pin1 inh	PI4K2A inh	GLS inhibitor	BAZ2B block
CCOc1ccc(NS(=O)(=O)c2ccc(C(=O)N(C)CCc3ccc(OC)c(OC)c3)cc2)cc1	-17%	i	-6%	38%	23%	4%	3	2%	-1%
Cc1ccc(NC(=O)CNc2ccccc2N2CCCC2=O)cc1S(=O)(=O)N1CCOCC1	1%	5%	-10%	45µM*	13%	9%	2	4%	7%
Cn1c(=O)cc(SCC(=O)N2CCN(C3CCCCC3)CC2)c2ccccc21	-18%	-3%	-20%	.	3%	-8%	-9	-6%	.
COc1ccc(N(CC(=O)Nc2cc(C(=O)O)ccc2C)S(=O)(=O)c2c(C)noc2C)cc1	-5%	i	-12%	17%[0.0925 µM]	16%	-3%	-3	-7%	?
COc1ccccc1C(=O)NC(CCSC)C(=O)NNC(=O)c1ccc(F)cc1 (centres undefined)	-6%	-3%	-26%	?	14%	0%	-3	13%	-24%
COc1ccc(CCC(=O)N(c2nnc(-c3cccnc3)s2)C(C)C)cc1	-15%	-5%	-3%	?	47%[activator]	2%	-3	-21%	-11%
O=S(=O)(c1ccc(F)cc1)N1CCC(Oc2ccc(-n3cnnn3)cc2)CC1	-11%	3%	-13%	-1%[59 µM]	25%	5%	0	8%	0%
CCn1c(O)c(C=NCc2ccccc2)sc1=S	-22%	i	?	.	6%	0%	0	-1%	?
O=C(NCCCc1ccccc1)c1ccccc1	-1%	-5%	-1%	0%	39%	1%	1	9%	4%
CC(C)CN(C(=O)COC(=O)CSc1ccccc1)c1c(N)n(Cc2ccccc2)c(=O)[nH]c1=O	1%	-8%	-12%	-22%	10%	12%	-2	2%	12%
CCOc1ccc(NC(=O)CCC(=O)NNC(=O)NC2CCCCC2)cc1	-18%	-1%	-9%	28%	16%	-11%	-7	-2%	-12%
C[C@H](CO)N1C[C@H](C)[C@@H](CN(C)Cc2ccccn2)Oc2ncc(Br)cc2C1=O	-5%	-2%	.	.	.	.	-1	-4%	.
COc1cccc(NC(=O)CN(C)C(=O)CSc2nc3ccccc3s2)c1	-14%	i	-24%	-1%[0.501 µM]	32%	2%	-8	-1%	0%
COc1ccc(NS(=O)(=O)c2cccc(NC(=O)NCCCl)c2)cc1	-12%	i	-33%	?	19%	-5%	4	3%	-32%
COc1ccc(-c2csc(NC(=O)c3ccc(C(C)(C)C)cc3)c2C(=O)O)cc1	?	-4%	-21%	.	20%	?	2	4%	.
O=Cc1cn(CCC(=O)O)nc1-c1cc2ccccc2o1	20µM*	-2%	-13%	-7%[59 µM]	10%	-4%	5	23%	8%
CCCN1CCN(CCCNC(=O)Cn2c(-c3cccs3)cc3cc(Cl)ccc32)CC1	-16%	8%	-31%	?	43%	-8%	0	1%	-26%
O=C(Cn1nnc(-c2ccncc2)n1)N(C1CCCCC1)C1CCCCC1	-8%	-1%	-21%[11.4 µM]	-2%[12.7 µM]	29%	-2%	-2	-12%	-5%
CCCCCCCOC(=O)c1ccc(OC(=O)c2cccnc2)cc1	-7%	.	90%[activator]	63%[activator]	171%[activator]	1%	-10	7%	74%[activator]
CC(C)c1ccc2c(c1)C1Cc3ccccc3C1N2 (centres undefined)	?	-5%	?	?	-23%	?	-10	18%	?
C=CCC1S/C(=N/N=C/c2cccs2)NC1=O (centres undefined)	-20%	-7%	-22%	0%	25%	2%	2	7%	-18%
COc1ccc2c(c1)OC[C@H]1[C@H]2N2C(=O)[C@H](C)NC(=O)[C@@]2(C)[C@H]1c1ccccc1	-4%	i	-12%	-4%[0.501 µM]	22%	-3%	-2	3%	5%
COc1ccc(-c2csc(N3CCC(c4ccccc4)CC3)n2)cc1	-17%	1%	3%	9%	57%[activator]	-5%	7	-2%	-8%
CSc1nc(O)c(/C=C2\C=Nc3ccccc32)[nH]1	-15%	-11%	-21%	-27%[59 µM]	0%	6%	2	13%	-38%
CCCCOC(=O)CN1C(=O)c2ccc(C(=O)OCCCC)cc2C1=O	-18%	-1%	45%[activator]	24%[12.7 µM]	110%[activator]	?	-2	-6%	56%[activator]
COC(=O)c1ccccc1NC(=O)C1CCCN(S(=O)(=O)c2ccc(F)cc2)C1 (centres undefined)	-17%	-10%	-2%	-38%	32%	2%	-5	-2%	6%
O=c1[nH]c2cc3c(cc2cc1CN(CC1CCCO1)S(=O)(=O)c1ccc(Cl)cc1)OCCO3 (centres undefined)	-12%	-8%	-21%	53%[activator][59 µM]	13%	-4%	3	0%	43%[activator]
COc1ccc(NC(=O)C2C3CCC4C(CCC32)C4(Cl)Cl)cc1 (centres undefined)	3%	i	-14%	19%[59 µM]	21%	-7%	-2	3%	6%
C=CCn1c(C)cc(C(=O)CSc2nnc3n(CCC)c(=O)c4ccccc4n23)c1C	-18%	i	-26%	.	-10%	-3%	3	8%	.
CCOC(=O)c1cc(S(=O)(=O)N(C)Cc2ccccc2)cn1C	-20%	-6%	1%	6%	69%[activator]	-8%	-3	-4%	1%

Some of the compounds tested (hit frequency here may not be typical).
